From PubChem BioAssay
RGS4-Gao reg = modulates binding of RGS4 to human Galphao; Multiplexed bead flow cytometry; actives lie on both sides; 220,000 compounds, 0.33% hits; binding response (% of control), % at 10 µM; AID 1415; P09471; in the data active = binding response below about 49% or above about 150%; inactive = in between;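 note: fluorescent Galphao activated with aluminum fluoride binding bead-coupled RGS4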
Target sequence (P09471 whole entry, looked up): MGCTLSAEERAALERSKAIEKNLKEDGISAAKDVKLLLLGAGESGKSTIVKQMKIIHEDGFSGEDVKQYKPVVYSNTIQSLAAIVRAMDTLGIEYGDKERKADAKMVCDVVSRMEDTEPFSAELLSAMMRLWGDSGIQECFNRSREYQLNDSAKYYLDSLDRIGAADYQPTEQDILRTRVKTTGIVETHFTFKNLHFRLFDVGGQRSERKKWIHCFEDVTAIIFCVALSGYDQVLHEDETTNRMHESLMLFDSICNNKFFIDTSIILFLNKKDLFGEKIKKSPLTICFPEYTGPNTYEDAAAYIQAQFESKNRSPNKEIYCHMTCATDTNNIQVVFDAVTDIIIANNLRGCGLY
ABCG2 inh = inhibitors of human ABCG2 transporter, ABCB1 counter-screen; Q9UNQ0; IgMXP3 cells, JC-1 efflux, flow cytometry; inhibition, % at 6.6 µM; 190,000 compounds, 0.1% hits; AID 1325;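 active = inhibition above 80%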;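 note: 0% = DMSO and 100% = nicardipine control wells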
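Test system: IgMXP3 (ABCG2) plus far-red-tagged CCRF-Adr (ABCB1) cells. Reagent: JC-1 dye as substrate. Timing: 10 min exposure at 25 °C with rotation, no wash. Measured by: flow cytometric JC-1 green MFI at 530 nm. Read-out: percent efflux inhibition, scaled nicardipine 100% to DMSO 0%. Control set: nicardipine and DMSO wells.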
RGS8-Gao = regulators of human RGS8-Galphao interaction; AID 1423; response (percent of control binding), % at 10 µM; P09471; 220,000 compounds, 0.34% hits; multiplexed bead flow cytometry, RGS8-Galphao binding; actives lie on both sides; in the data active = response below about 60% or above about 140%; inactive = in between;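 note: Galphao activated as the GDP aluminium fluoride complex binding bead-coupled RGS8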
Bcl-XL Bim block = disrupts Bim peptide binding to human Bcl-XL. Q07817. bead flow cytometry, fluorescence. inhibition, % at 10 µM. 190,000 compounds, 0.04% hits. AID 1007
RGS7-Gao = human RGS7-Galphao interaction regulation; Multiplexed bead flow cytometry, RGS7-Galphao binding; actives lie on both sides; 220,000 compounds, 0.35% hits; binding response (% of control), % at 10 µM; in the data active = binding response below about 49% or above about 150%;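 note: fluorescent Galphao held in activated GDP-AlF4 state binding bead-coupled RGS7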
Bim-Bcl-W = inhibitors of Bim-Bcl-W interaction, human; inhibition, % at 10 µM; 190,000 compounds, 0.02% hits; Q92843; bead-based flow cytometry, Bim peptide-Bcl-W binding;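 note: 0% = bound tracer without compound and 100% = peptide blocker; higher means less fluorescent Bim peptide bound to Bcl-W beads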
ABCB1 block = blocks JC-1 efflux by human ABCB1 transporter; P08183; CCRF-Adr cells, flow cytometry; inhibition, % at 6.6 µM; 190,000 compounds, 0.067% hits; AID 1326; in the data active = inhibition above about 40%;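 note: 0% = vehicle and 100% = reference inhibitor; higher value means more JC-1 retained so stronger ABCB1 efflux block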
Bim-Bfl-1 = disrupts Bim binding to human Bfl-1. Q16548. Bead-based flow cytometry, Bim-Bfl-1 binding inhibition. inhibition, % at 10 µM. 190,000 compounds, 0.12% hits;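 note: 0% = wells without compound plus tracer and 100% = blocker peptide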
Bim-Bcl-B = disrupts Bim peptide binding to human Bcl-B; bead-based flow cytometry; inhibition, % at 10 µM; 190,000 compounds, 0.073% hits; AID 951;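 note: 0% = tracer peptide without compound and 100% = reference inhibitor peptide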
Bcl-2 Bim block = human Bim-Bcl-2 interaction inhibition; inhibition, % at 10 µM; Bead-based flow cytometry, Bim peptide-Bcl-2 binding; 190,000 compounds, 0.06% hits; P10415; in the data active = inhibition above about 40%;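 note: 0% = no compound wells with probe peptide and 100% = reference peptide inhibitor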
Target sequence (P10415 whole entry, looked up): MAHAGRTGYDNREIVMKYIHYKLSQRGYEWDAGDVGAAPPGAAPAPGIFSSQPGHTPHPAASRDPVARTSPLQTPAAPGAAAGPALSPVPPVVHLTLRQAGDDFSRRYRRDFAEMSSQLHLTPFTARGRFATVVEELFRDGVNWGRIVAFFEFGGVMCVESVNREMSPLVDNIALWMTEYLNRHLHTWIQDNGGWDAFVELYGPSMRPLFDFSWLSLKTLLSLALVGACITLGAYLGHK
Mcl-1 Bim block = human Bim-Mcl-1 interaction inhibition; Bead-based flow cytometry, Bim peptide-Mcl-1 binding; AID 1009; 190,000 compounds, 0.1% hits; inhibition, % at 10 µM; Q07820;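 note: 0% = no compound tracer wells and 100% = peptide blocker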
Target sequence (Q07820 whole entry, looked up): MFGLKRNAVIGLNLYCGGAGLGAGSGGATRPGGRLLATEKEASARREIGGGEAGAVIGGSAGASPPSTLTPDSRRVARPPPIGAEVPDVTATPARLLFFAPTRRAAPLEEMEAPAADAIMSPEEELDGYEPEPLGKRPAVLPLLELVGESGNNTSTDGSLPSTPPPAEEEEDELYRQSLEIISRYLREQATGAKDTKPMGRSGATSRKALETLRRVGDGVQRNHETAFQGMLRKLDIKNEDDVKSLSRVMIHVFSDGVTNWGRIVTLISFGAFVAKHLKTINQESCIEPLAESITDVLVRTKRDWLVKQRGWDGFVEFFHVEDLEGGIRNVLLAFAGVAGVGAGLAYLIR
Active calls of the source: *; · = not tested or not shown. Cut-off read from the data, not from the text of the source, unless noted: active = inhibition above about 40%.

compound | RGS4-Gao reg | ABCG2 inh | RGS8-Gao | Bcl-XL Bim block | RGS7-Gao | Bim-Bcl-W | ABCB1 block | Bim-Bfl-1 | Bim-Bcl-B | Bcl-2 Bim block | Mcl-1 Bim block
C=CCN1C(=O)C2C3CC(=O)C(c4ccccc43)C2C1=O (stereo not drawn) | 95 | 0 | 99 | 0 | 96 | -4 | 0.9 | -6 | 0 | -2 | 2
COc1ccc(CNC(=O)C(C)Cc2ccccc2)cc1O (stereo not drawn) | 101 | -1 | 100 | -3 | 100 | -2 | 1.0 | 0 | -6 | 3 | -2
CC1CN(C2CCN(C(=O)COc3ccccc3)CC2)CC(C)O1 (stereo not drawn) | 100 | 1 | 99 | -4 | 100 | -1 | 0.8 | -2 | -3 | -2 | -3
CC(C)(C)OC(=O)NC(=NCCCc1cn(CC(=O)N2CCN(C(=O)OC(C)(C)C)CC2)nn1)NC(=O)OC(C)(C)C | 110 | 10 | 107 | 0 | 112 | -3 | 1.9 | -5 | -1 | 0 | -2
Cc1ccc2nc(N3CCN(Cc4ccc(F)cc4)C3=O)c(C)cc2c1 | 102 | 1 | 100 | 1 | 100 | -1 | 0.7 | 0 | 0 | 1 | 0
COc1cc(OC)cc(C(=O)NC(C)c2ccc(Br)cc2)c1 (stereo not drawn) | 101 | 7 | 98 | 3 | 96 | -1 | -0.3 | -5 | 0 | -7 | 1
CCOC(=O)C(Sc1nn(C)c(=S)s1)C(C)=O (stereo not drawn) | 99 | 1 | 98 | -12 | 99 | -1 | 0.1 | -15 | -11 | -10 | -3
CC1(C)CC(=O)C(C=NCC(O)c2ccccc2)=C(O)C1 (stereo not drawn) | 100 | -4 | 102 | -3 | 99 | 1 | -0.2 | -14 | -8 | -5 | 0
Brc1ccc(/C=N/c2nc3ccccc3n2CCN2CCOCC2)cc1 | 95 | -1 | 99 | -7 | 94 | -4 | -0.1 | -1 | -5 | -2 | -7
O=C(Nc1cccnc1)C1(c2ccccc2)CCCC1 | 99 | 1 | 100 | -9 | 98 | -4 | 0.5 | -17 | -9 | -7 | -4
O=C(NCc1cccnc1)C1CCCN(S(=O)(=O)c2ccc(Cl)cc2)C1 (stereo not drawn) | 98 | 1 | 101 | -5 | 95 | -4 | 0.5 | -5 | -5 | -6 | -5
CN(CC(=O)Nc1ccncc1)S(=O)(=O)c1ccc(Br)cc1 | 100 | 11 | 99 | -9 | 103 | 0 | 0.6 | -17 | -7 | -10 | -4
CCOC(=O)N1CCN(CCC(=O)Nc2cc(OC)cc(OC)c2)CC1 | 103 | 13 | 107 | -4 | 105 | 0 | 1.5 | -1 | · | 2 | 0
CC1CCN(C(=O)COc2cccc3c2CCN(C)C3=O)CC1 | 102 | 0 | 101 | -5 | 98 | -3 | 0.2 | -5 | -3 | -4 | 1
CCCCCCn1c(C)nc2c(c1=O)c1nc3ccccc3nc1n2/N=C/c1ccco1 | 100 | 2 | 98 | 0 | 97 | 0 | 0.5 | 6 | -5 | -1 | 3
COc1cccc(S(=O)(=O)Nc2ccc(C(=O)N3CCOCC3)cc2)c1 | 100 | -1 | 99 | -1 | 104 | 1 | 0.2 | -7 | -8 | -5 | 0
Cc1onc(-c2c(Cl)cccc2Cl)c1C(=O)N/N=C(\N)COc1ccc(Cl)cc1 | 99 | 12 | 99 | -13 | 94 | -3 | 1.3 | -14 | -5 | -8 | -3
O=C(N/N=C/c1cccc(OCc2ccccc2)c1)c1ccc(Br)cc1 | 100 | 10 | 101 | -4 | 98 | -2 | 0.0 | -1 | -5 | -2 | -2
COc1ccc2nc(SCC(=O)Nc3c(C)cc(C)cc3C)[nH]c2c1 | 100 | 8 | 100 | 0 | 101 | 1 | 1.5 | -1 | 0 | -4 | -4
O=C(NNC(=S)NCc1ccco1)C(c1ccccc1)c1ccccc1 | 107 | -1 | 105 | -3 | 113 | 1 | -0.3 | 9 | -57 | 0 | -1
Cc1cccc(NC(=S)NC2CC3CCC(C2)N3Cc2ccco2)c1C (stereo not drawn) | 105 | 14 | 124 | -2 | 102 | 0 | 1.6 | -1 | -1 | -2 | 14
O=C(NC1CCCCC1)C(c1cccnc1)N(C(=O)CCl)c1ccc(F)cc1 (stereo not drawn) | 102 | 2 | 106 | -7 | 105 | -3 | 0.3 | -12 | -8 | -5 | -3
COc1ccccc1NC(=O)CSc1nc2ncccc2[nH]1 | 101 | 1 | 102 | -4 | 100 | 0 | 0.2 | -4 | -7 | 0 | 1
O=C(COc1ccccc1C(=O)c1cnn(-c2ccccc2)c1)Nc1ccc2ccccc2c1 | 94 | 11 | 93 | -11 | 97 | -6 | 0.8 | -2 | -8 | -6 | -4
O=S(=O)(Nc1ncccn1)c1ccc(NC(=S)NCc2ccco2)cc1 | 102 | 2 | 101 | -2 | 103 | -2 | 1.6 | -5 | -6 | -3 | -5
Cc1ccccc1OCC(=O)N/N=C/c1ccncc1 | 100 | 5 | 101 | -7 | 100 | -4 | 0.4 | -2 | -5 | -3 | -5
CN(C(=S)NC(=O)Cc1ccccc1)c1ccccc1 | 103 | -4 | 102 | -3 | 101 | 1 | -0.7 | 3 | -6 | -3 | -1
O=C1NC(=NCc2ccccc2)S/C1=C\c1ccccc1 | 95 | 27 | 100 | -6 | 99 | -5 | 1.1 | -1 | -7 | 0 | 4
Cc1cc(C)c(C#N)c(SCC(=O)Nc2ccccc2C(N)=O)n1 | 99 | 0 | 98 | -2 | 99 | -1 | -0.1 | 0 | -3 | -2 | 0
CC(C)=CC(=O)NCc1c(Cl)cccc1-n1cccc1 | 98 | 1 | 100 | -4 | 97 | 0 | 0.2 | -8 | -7 | -8 | -1

The list goes on; the last 3 above are carried over.
compound | RGS4-Gao reg | ABCG2 inh | RGS8-Gao | Bcl-XL Bim block | RGS7-Gao | Bim-Bcl-W | ABCB1 block | Bim-Bfl-1 | Bim-Bcl-B | Bcl-2 Bim block | Mcl-1 Bim block
O=C1NC(=NCc2ccccc2)S/C1=C\c1ccccc1 | 95 | 27 | 100 | -6 | 99 | -5 | 1.1 | -1 | -7 | 0 | 4
Cc1cc(C)c(C#N)c(SCC(=O)Nc2ccccc2C(N)=O)n1 | 99 | 0 | 98 | -2 | 99 | -1 | -0.1 | 0 | -3 | -2 | 0
CC(C)=CC(=O)NCc1c(Cl)cccc1-n1cccc1 | 98 | 1 | 100 | -4 | 97 | 0 | 0.2 | -8 | -7 | -8 | -1
O=C(O)c1cccc(Cn2c(Cl)c(/C=N/NC(=O)c3ccccc3Cl)sc2=O)c1 | 91 | 1 | 94 | 0 | 92 | 0 | 0.3 | 0 | 1 | 0 | 0
O=c1c2cnn(-c3ccccc3)c2ncn1Cc1cccc(Cl)c1 | 101 | 8 | 101 | -10 | 102 | -7 | 0.3 | -6 | -10 | -6 | -1
Cc1ccc(C(=O)NC(C)c2ccc(F)cc2)cc1 (stereo not drawn) | 101 | 28 | 103 | -11 | 105 | -4 | 0.7 | -4 | -8 | -12 | -4
O=C(Cn1c(Cc2ccccc2)nc2ccccc21)NCc1ccc2c(c1)OCO2 | 102 | 17 | 101 | -1 | 101 | -3 | 2.0 | 0 | 32 | 18 | -8
CCOC(=O)N1CCN(C(=O)C2CCCN(S(C)(=O)=O)C2)CC1 (stereo not drawn) | 107 | 0 | 103 | 0 | 102 | 0 | 0.0 | -13 | -4 | -1 | 2
CCCOc1ccc2oc(=O)c3c(c2c1)CCCN3C(=O)CN1CCN(C(=O)c2ccco2)CC1 | 106 | 26 | 110 | -9 | 104 | -5 | 1.7 | -5 | -4 | -8 | -9
O=C(CCSc1nnc(-c2ccccc2)o1)N1CCOCC1 | 92 | 3 | 99 | -2 | 90 | -3 | 0.8 | -11 | -8 | -7 | -4
CCOc1ccc(NC(=O)N2CCC(n3nnc4cc(C)ccc43)CC2)cc1 | 104 | 5 | 104 | 1 | 106 | 3 | 2.2 | -9 | -7 | -12 | -1
COc1ccccc1NC(=O)CN1C(=O)C2(OCCCO2)c2ccccc21 | 100 | 1 | 103 | -2 | 98 | 4 | 0.2 | -6 | -5 | -1 | -1
COc1cccc(C(=O)NNC2=CC(=O)CC(C)(C)C2)c1 | 90 | -1 | 84 | 0 | 89 | 0 | -0.2 | 3 | 0 | -1 | -1
CCOc1ccccc1NC(=O)C1C2CCC3C(CCC21)C3(Cl)Cl (stereo not drawn) | 99 | 11 | 100 | 0 | 93 | -1 | -0.2 | -5 | -1 | 0 | 8
N#Cc1ccccc1OCCOCCNC1CCCC1 | 102 | 0 | 103 | -7 | 99 | -2 | -0.2 | -1 | -5 | -5 | -3
Cc1cc(C)nc(NC(=O)c2cccc([N+](=O)[O-])c2C)n1 | 97 | 2 | 98 | 0 | 94 | 0 | 0.3 | -2 | 0 | -2 | -1
CC1CN(c2ccc(S(=O)(=O)N3CCOCC3)cn2)CC(C)O1 (stereo not drawn) | 100 | -13 | 99 | -8 | 100 | -2 | -0.8 | -2 | -4 | -2 | -4
CCOc1ccccc1NC(=O)NCc1ccccc1 | 103 | 6 | 101 | -4 | 97 | -1 | 0.7 | 9 | 12 | 22 | 2
Cc1cccc(NC(=O)C2CCN(c3nc(C)cc(C)n3)CC2)c1 | 82 | 1 | 89 | -1 | 88 | -1 | -0.2 | 0 | 0 | 0 | 3
Cc1ccccc1C(=O)Nc1ccc(C(=O)N/N=C/c2ccncc2)cc1 | 102 | 3 | 99 | -2 | 109 | -4 | 1.1 | 3 | 2 | 0 | -1

Part of the list above, field by field:
O=C(Cn1c(Cc2ccccc2)nc2ccccc21)NCc1ccc2c(c1)OCO2
  RGS4-Gao reg: 102	ABCG2 inh: 17	RGS8-Gao: 101	Bcl-XL Bim block: -1	RGS7-Gao: 101	Bim-Bcl-W: -3	ABCB1 block: 2.0	Bim-Bfl-1: 0	Bim-Bcl-B: 32	Bcl-2 Bim block: 18	Mcl-1 Bim block: -8

CCOC(=O)N1CCN(C(=O)C2CCCN(S(C)(=O)=O)C2)CC1 (stereo not drawn)
  RGS4-Gao reg: 107	ABCG2 inh: 0	RGS8-Gao: 103	Bcl-XL Bim block: 0	RGS7-Gao: 102	Bim-Bcl-W: 0	ABCB1 block: 0.0	Bim-Bfl-1: -13	Bim-Bcl-B: -4	Bcl-2 Bim block: -1	Mcl-1 Bim block: 2

CCCOc1ccc2oc(=O)c3c(c2c1)CCCN3C(=O)CN1CCN(C(=O)c2ccco2)CC1
  RGS4-Gao reg: 106	ABCG2 inh: 26	RGS8-Gao: 110	Bcl-XL Bim block: -9	RGS7-Gao: 104	Bim-Bcl-W: -5	ABCB1 block: 1.7	Bim-Bfl-1: -5	Bim-Bcl-B: -4	Bcl-2 Bim block: -8	Mcl-1 Bim block: -9
